ABHD5-PLIN5 inh = blocks binding of human ABHD5 to perilipin-5; Split G. princeps luciferase complementation, luminescence, 4 h; inhibition, % at 4 µM; 360,000 tested, 0.78% active;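 active = inhibition above the mean inhibition across every tested compound plus 3 SD, cut at about 22% in these data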;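 also: 0% = DMSO only wells and the 100% control is not disclosed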
Glyco luc inh = blocks N-linked glycosylation in D54 reporter cells; D54 ERlucT glycosylation luciferase reporter, 24 h; percent of 100 nM tunicamycin response; 360,000 tested, 0.23% active; AID 588692; reporter increase, % at 12.5 µM;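 active = mean luciferase reporter signal, scaled so untreated is 0 and the glycosylation-blocking control 100, at or above a set limit in every replicate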;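 also: luciferase carries N-glycosylation sites so blocking glycosylation raises the light; 0% = median of neutral control wells and 100% = median of 100 nM tunicamycin wells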
MC4R ag barr = human MC4R agonism via beta-arrestin | 360,000 tested, 0.98% active | P32245 | activation, % at 8.9 µM | U2OS MC4R beta-arrestin complementation, luminescence; percent of melanotan II response, DMSO zero;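 active = activation above a per-plate cutoff, the mean activation of sample wells on that plate plus 3 SD, cut at about 8% in these data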
Target sequence (P32245 whole entry, looked up): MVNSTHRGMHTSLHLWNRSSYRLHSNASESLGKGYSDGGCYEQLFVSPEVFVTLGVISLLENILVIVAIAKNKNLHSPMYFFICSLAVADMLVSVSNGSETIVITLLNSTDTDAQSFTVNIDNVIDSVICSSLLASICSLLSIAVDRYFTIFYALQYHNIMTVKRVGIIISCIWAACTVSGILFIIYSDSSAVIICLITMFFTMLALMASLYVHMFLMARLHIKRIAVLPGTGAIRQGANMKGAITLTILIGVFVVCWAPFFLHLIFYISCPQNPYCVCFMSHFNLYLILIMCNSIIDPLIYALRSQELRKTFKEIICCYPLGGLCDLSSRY
aDG glyco up = alpha-DG glycosylation activation; Pro5-aDG cells, alpha-DG glycosylation AlphaScreen (IIH6); 0% Pro5, 100% B10-LARGE cell signal; activation, % at 10 µM; 360,000 tested, 0.22% active;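 active = activation of at least 8% versus controls, or a plate z-score of at least 8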;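 also: Pro5 are CHO cells carrying HIG-tagged alpha-DG that lacks glycosylation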
Granule exo inh = lytic granule exocytosis inhibition; TALL-104 LAMP-1 surface exposure, flow cytometry; cells stimulated with thapsigargin and PMA; inhibition, % at 10 µM; 360,000 tested, 0.66% active; AID 651702;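 active = inhibition above about 55%, limit read from the data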
m5-HT2A agonist = mouse HTR2A agonism via beta-arrestin recruitment; P35363; activation, % at 7.6 µM; 360,000 tested, 0.66% active; CHO-K1 mHTR2A beta-arrestin complementation, luminescence; percent of 30 µM serotonin response; AID 624169;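 active = activation above a run cutoff, the mean activation of all tested compounds plus 3 SD, cut at about 14% in these data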;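 also: 0% = plate median of compound wells and 100% = 30 µM serotonin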
Target sequence (P35363 whole entry, looked up): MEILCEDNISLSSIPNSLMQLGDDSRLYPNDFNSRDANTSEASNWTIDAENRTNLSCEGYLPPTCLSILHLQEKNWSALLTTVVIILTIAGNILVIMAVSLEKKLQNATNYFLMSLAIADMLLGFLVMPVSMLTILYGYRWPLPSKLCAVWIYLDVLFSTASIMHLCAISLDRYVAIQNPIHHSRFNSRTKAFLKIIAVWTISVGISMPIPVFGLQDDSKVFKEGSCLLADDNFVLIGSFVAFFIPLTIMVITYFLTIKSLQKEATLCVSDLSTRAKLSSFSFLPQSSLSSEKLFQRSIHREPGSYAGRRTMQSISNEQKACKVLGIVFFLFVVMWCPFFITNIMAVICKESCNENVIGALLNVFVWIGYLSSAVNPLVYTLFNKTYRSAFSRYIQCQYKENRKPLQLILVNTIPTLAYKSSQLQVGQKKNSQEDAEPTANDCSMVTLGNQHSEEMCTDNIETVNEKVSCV
ABCB6 inh 2 = inhibitors of human ABC transporter ABCB6. Q9NP58. K562-ABCB6 porphyrin accumulation, flow cytometry, 1 h; active compounds read low. fluorescence ratio to DMSO, % at 10 µM. 360,000 tested, 0.19% active;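 active = fluorescence ratio to DMSO below 75%, the collection mean minus 3 SD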;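 also: signal is porphyrin accumulated inside mitochondria; 100% equals median channel fluorescence of DMSO control wells; lower ratio means ABCB6 inhibition with less porphyrin fluorescence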
Cardio protect = protects H9c2 cardiomyocytes from peroxide injury. H2O2 injury protection, ATPLite, 2 h. protection from H2O2 cell death, % at 20 µM. 360,000 tested, 0.63% active;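 active = compounds giving at least 50% protection of heart cells from peroxide-induced death in the single-dose screen, raw or plate-pattern-corrected value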;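 also: 0% = DMSO wells with peroxide and 100% = DMSO wells without peroxide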
hiPSC survival = increases survival of single human iPS cells | survival enhancement, % at 20 µM | hiPSC single-cell survival, ATPlite luminescence; 100% = ROCK inhibitor wells, 0% = DMSO | 360,000 tested, 0.044% active | AID 602274; in the data active = survival enhancement above about 18%;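 also: cells exposed to compounds for 16 hours before the ATP read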
MC4R antagonist = human MC4R antagonism in cAMP assay; inhibition, % at 6.5 µM; 360,000 tested, 0.48% active; MC4R-expressing cells, MTII-stimulated cAMP, LANCE TR-FRET; P32245;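 active = inhibition above its plate's cutoff, the mean of tested wells on that plate plus 3 SD, cut at about 29% in these data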;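 also: 0% = Melanotan II alone and 100% = Melanotan II plus saturating MCL0020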
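System: U2OS cells stably expressing human melanocortin 4 receptor (MC4R). Reagent: Melanotan II challenge after compound preincubation. Doses: 6.5 µM. Times: 30-min compound, 1-h challenge, 1-h detection, room temperature. Measured by: TR-FRET with Eu-cAMP and labeled anti-cAMP, 671 nm. Replicates: singlicate.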
Active calls of the source: *; . = no result given.

SMILES	ABHD5-PLIN5 inh	Glyco luc inh	MC4R ag barr	aDG glyco up	Granule exo inh	m5-HT2A agonist	ABCB6 inh 2	Cardio protect	hiPSC survival	MC4R antagonist
CCCOC(=O)c1ccc(O)c(OC)c1	0	-1	-1.3	0.0	-1	0	101	-3	-0.9	19
CC1CC(C)CN(S(=O)(=O)c2ccc(C(=O)N3CC(C)OC(C)C3)cc2)C1 (stereo not drawn)	-4	2	-0.1	0.2	-14	2	100	-1	-0.4	2
C#CCN(C[C@@H]1[C@@H](OC(=O)NCc2ccc(OC)c(OC)c2)[C@@H](OC(=O)NCc2ccc(OC)c(OC)c2)Cn2c(=O)ccc(=O)n21)S(=O)(=O)c1ccc(C)cc1	46*	-1	-0.9	0.1	1	-1	96	14	-2.1	4
NS(=O)(=O)c1ccc(CCN2C(=O)CCC2=O)cc1	0	1	-0.5	0.0	-22	2	100	1	-0.1	16
O=C(Nc1ccc(S(=O)(=O)Nc2nccs2)cc1)/C(=C/c1ccccc1Cl)NC(=O)c1ccccc1	0	-2	-1.9	-0.4	-5	1	97	-2	2.7	-2
O=C(O)/C=C/C(=O)N1CCc2ccccc21	2	2	-2.1	0.2	-5	7	98	-3	-0.6	-4
O=C(/C=C/c1ccccc1Cl)NCCCn1ccnc1	-1	2	-0.5	0.1	-8	-4	103	-2	-0.1	0
O=C(Cn1nnnc1CN1CCOCC1)N1CCC(c2cccc(Cl)c2)C1 (stereo not drawn)	3	0	0.3	-0.3	2	-5	95	10	0.4	-2
O=C(O)CC(c1ccccc1)n1cccc1 (stereo not drawn)	1	3	1.1	0.2	1	3	95	4	-1.0	12
COc1ccc(-c2oc(NC(=O)c3ccc(C)cc3)c(C#N)c2-c2ccc(OC)cc2)cc1	-8	-3	-1.6	0.0	15	-4	104	3	-1.7	0
CCOc1ccccc1NC(=O)COn1nnc2ccccc21	-1	0	-1.3	0.1	2	5	95	-2	0.0	7
COc1cc2c(cc1OC)C(c1cc(OC)c(OC)c(OC)c1)NCC2 (stereo not drawn)	0	2	-1.3	0.1	-1	-1	100	2	-2.1	9
O=C(CCl)NN1C(=O)NC2(CCCCC2)C1=O	5	3	-0.3	0.3	-2	-1	102	-6	-0.4	1
Cc1ccc(SCC(=O)N2CCOCC2)cc1	-5	0	-1.7	0.3	2	1	91	5	-2.9	4
CN(C)c1cc(=O)n2c(n1)SCCC2	2	1	3.0	-0.2	-3	-1	96	-2	6.1	16
CC(=O)N1CCN=C1SCc1cccc(C)c1	1	1	-1.1	0.2	-2	7	100	0	0.6	1
N#Cc1ccsc1NC(=O)CSc1ncn[nH]1	-8	2	1.0	0.1	1	-2	99	6	0.2	12
CC1C(=O)N2CCCc3cc(NC(=O)CC(C)(C)C)cc1c32 (stereo not drawn)	-1	1	-1.1	-0.3	-3	1	98	5	-0.2	9
O=C(NCN1C(=O)C2C3C=CC(C3)C2C1=O)Nc1nncs1 (stereo not drawn)	3	-1	2.3	-0.2	-1	2	101	9	-0.5	8
CC(=O)Oc1ccc(Cn2c(C)c(C(=O)NCc3ccc(C#N)cc3)sc2=O)cc1	-2	0	0.5	0.0	4	-2	99	4	-1.0	0
COc1cc(OC)cc(C(=O)NCC(=O)NCCN2C(=O)S/C(=C\c3ccccc3Cl)C2=O)c1	9	2	4.0	0.1	28	1	99	7	0.1	7
Cn1ccnc1CC(O)(c1ccccc1)c1ccccc1	-8	3	-0.4	-0.1	1	-3	94	6	-0.3	-1
O=C(Cc1ccccc1)N1CCCC1c1ccccc1 (stereo not drawn)	-6	3	-1.7	-0.1	0	1	96	4	-0.9	10
O=C(NCc1ccccc1)c1ccccc1C(=O)c1ncc[nH]1	2	1	-0.9	0.2	0	4	99	5	2.9	7
O=C(C[C@H]1C[C@H](C(=O)N2CCOCC2)[C@@]2(CCC3CCCC3)c3[nH]c4cc(-c5ccco5)ccc4c3CCN2C1=O)NCc1ccco1	4	0	0.4	0.4	-1	-1	100	-10	-1.3	11
COc1ccc(/C=C2/C(=O)C(C)(C(C)C)CCC2C)cc1 (stereo not drawn)	-2	0	1.5	-0.2	-22	5	161	-12	0.4	8
S=C(Nc1cccnc1)N1CCc2ccccc21	2	4	-1.1	0.0	-7	-3	95	2	0.2	2
O=C(CSc1ncnc2sc3c(c12)CCCC3)N1CCC(c2noc3ccc(F)cc23)CC1	4	0	-2.0	0.6	1	2	94	-15	3.0	-3
O=C(NCCC1=CCCCC1)C1CCN(S(=O)(=O)c2ccccc2C(F)(F)F)CC1	-11	-1	6.0	0.0	-4	4	99	2	-0.4	11
O=S1(=O)N[C@H](Cc2ccccc2)COc2cc(N3CCC[C@H]3CO)ccc21	-1	.	.	-0.2	-2	-4	100	.	1.4	.

3 consecutive compounds already listed, for reference:
SMILES	ABHD5-PLIN5 inh	Glyco luc inh	MC4R ag barr	aDG glyco up	Granule exo inh	m5-HT2A agonist	ABCB6 inh 2	Cardio protect	hiPSC survival	MC4R antagonist
CC(=O)N1CCN=C1SCc1cccc(C)c1	1	1	-1.1	0.2	-2	7	100	0	0.6	1
N#Cc1ccsc1NC(=O)CSc1ncn[nH]1	-8	2	1.0	0.1	1	-2	99	6	0.2	12
CC1C(=O)N2CCCc3cc(NC(=O)CC(C)(C)C)cc1c32 (stereo not drawn)	-1	1	-1.1	-0.3	-3	1	98	5	-0.2	9

Further compounds:
SMILES	ABHD5-PLIN5 inh	Glyco luc inh	MC4R ag barr	aDG glyco up	Granule exo inh	m5-HT2A agonist	ABCB6 inh 2	Cardio protect	hiPSC survival	MC4R antagonist
O=C(NCc1ccco1)c1cccc2c(-c3ccc(F)c(F)c3)coc12	-1	-2	1.6	-0.1	7	-4	97	1	0.8	2
CC(C(=O)NC(C)(C)C)N1C(=O)c2cccc3cccc(c23)C1=O (stereo not drawn)	6	3	-1.3	-0.1	1	-2	98	8	-0.2	-4
O=C(CN(Cc1ccco1)C(=O)Cn1nnc(-c2cccs2)n1)NCC1CCCO1 (stereo not drawn)	-2	3	-2.6	-0.5	6	3	96	-3	-0.6	2
O=C(NC1CCN(Cc2ccccc2)CC1)c1c(F)cccc1F	2	1	-0.4	0.1	0	0	97	3	0.0	7
Cc1cccc(CCN(CC(=O)NCc2ccc(F)cc2)C(=O)c2csnn2)c1	10	-2	1.1	-0.1	68*	-1	94	3	-0.5	4
CC1=C(C(=O)N(C)C)CC(CC(=O)NCCN2CCOCC2)C(=O)N1Cc1ccc(F)cc1 (stereo not drawn)	-1	1	0.0	0.7	2	7	100	-4	-1.5	15
CCOCC(=O)Nc1cccc(OC)c1	2	-1	-0.4	0.0	1	-2	95	-2	-2.4	2
Cc1ccc(C(=O)CCC(=O)Nc2cc(C)ccn2)cc1	-12	-2	-6.4	0.6	-2	-7	94	2	-0.6	1
C[C@@H]1CN([C@H](C)CO)C(=O)CCCn2nncc2CO[C@H]1CN(C)C(=O)Nc1cccc(Oc2ccccn2)c1	10	0	1.4	1.0	2	13	95	3	2.0	1
CC(Oc1ccc2c3c(c(=O)oc2c1)CCCC3)C(=O)NCc1ccccn1 (stereo not drawn)	5	0	2.7	-0.1	0	-2	96	3	-0.5	1
COc1cc(OC)c(OC)cc1/C=N/NC(=O)c1cccc(S(=O)(=O)N2CCOCC2)c1	1	-1	-0.3	-0.1	0	-4	100	6	-0.1	-2
CC(OCC(O)CN(C)CCOc1ccccc1)c1ccc(Cl)cc1 (stereo not drawn)	-4	-2	2.3	0.2	8	-4	91	-4	-1.5	0
COc1cc(-n2ccnc2SC)c(Cl)cc1Cl	1	-2	1.2	1.8	0	-5	94	-10	-0.2	-2
Cc1ccccc1CSCCNC(=S)Nc1ccccc1	8	-1	2.7	0.1	6	1	99	-3	-2.6	1
CCOC(=O)N1CCN(C(=O)CN(c2ccccc2)S(C)(=O)=O)CC1	-2	0	1.1	0.4	-2	0	102	-3	2.1	4
COc1cccc(NC(=O)CSc2nnc(C3CCCCC3)n2N)c1	-5	11	-0.7	0.0	6	-4	101	2	-0.4	-1
COc1ccc(C(C)(C)C)cc1NC(=O)c1[nH]c(C)c(C(C)=O)c1C	1	-5	0.2	0.0	27	-15	96	5	1.3	3
Cc1ccc2c(CC(=O)NCC(=O)Nc3c(C)cccc3C)coc2c1	0	-1	-3.6	0.3	0	4	96	-1	-0.3	3
COC(=O)c1sc(N)c(C(=O)OC)c1CSc1nc2sc3c(c2c(=O)n1C)CCC3	-4	-7	-2.1	0.1	11	3	89	-7	-2.1	10
CC(CNC(=O)c1cncc(O)c1)NC(=O)c1cncc(O)c1 (stereo not drawn)	9	1	0.6	-0.1	0	6	98	-4	1.1	7
CCCSc1nc(C)cc(C)c1S(C)(=O)=O	3	2	-4.0	0.6	-2	-1	98	-6	-1.7	-3
CC(=O)NC1=C(C#N)C(c2ccccc2)c2c(ccc3ccccc23)O1 (stereo not drawn)	-2	-4	-0.1	-0.2	0	-3	98	-9	0.2	12
CC(=O)Nc1ccc(S(=O)(=O)NCCC(=O)NNC(=O)c2ccncc2)cc1	1	2	-3.0	0.1	-2	6	98	4	-0.1	12
Cc1ccc(NC(=S)Nc2cccc3ccccc23)cc1	-23	-17	3.5	0.8	-23	-4	102	-18	-0.4	1
COc1ccc(C(=O)N2CC(c3ccc(Cl)cc3)CC2=O)cc1 (stereo not drawn)	-1	0	1.5	-0.2	-2	-3	92	-5	2.7	16
CCOc1ccc2oc(C(=O)OCC(=O)N3C(C)CCCC3C)c(C)c2c1 (stereo not drawn)	-5	-4	-1.7	0.3	-5	8	96	-11	-2.3	3
CCOc1ccc(-c2nc(N)ncc2-c2ccccc2)c(O)c1	-6	-4	-0.7	0.2	2	-5	93	-5	-4.6	-7
Cc1c2cnn(CC(=O)NCc3ccccn3)c(=O)c2c(C)n1Cc1ccc(Cl)cc1	9	-2	0.0	0.0	3	4	103	1	-0.1	4
CC(=O)c1cccc(OC(=O)C2=CC=CN3CCS(=O)(=O)N=C23)c1	-5	1	-0.3	0.0	-1	-4	99	0	0.2	4
COC(=O)c1cc(S(=O)(=O)NCC2CCN(Cc3ccccc3F)CC2)c[nH]1	6	2	-1.4	-0.6	0	-5	267	-4	0.8	3
C[C@H]1CCCCO[C@@H](CN(C)S(=O)(=O)c2ccc(Cl)cc2)[C@@H](C)CN([C@@H](C)CO)C(=O)c2cc(NS(=O)(=O)c3ccccc3)ccc2O1	-3	-3	-1.4	-0.2	-12	2	99	4	0.9	-1
COc1ccccc1NC(=O)c1ccc(-n2cccn2)nc1	-2	1	-1.8	0.1	1	-5	77	2	0.6	0
O=C(CN1C(=O)c2ccccc2S1(=O)=O)NCCSC1CCCCC1	-2	-1	4.0	-0.1	-6	2	107	4	1.8	9
CC(=O)NS(=O)(=O)c1ccc(NC(=O)/C=C/c2ccccc2)cc1	5	3	-1.8	0.3	-2	-1	96	5	-0.3	9
CCn1c2ccc(F)cc2c2nc3ccccc3nc21	2	4	0.3	-0.1	22	3	149	-3	-2.0	-8

Quoted at random: 2 records from the list.
SMILES	ABHD5-PLIN5 inh	Glyco luc inh	MC4R ag barr	aDG glyco up	Granule exo inh	m5-HT2A agonist	ABCB6 inh 2	Cardio protect	hiPSC survival	MC4R antagonist
COc1ccccc1NC(=O)c1ccc(-n2cccn2)nc1	-2	1	-1.8	0.1	1	-5	77	2	0.6	0
CC(=O)NS(=O)(=O)c1ccc(NC(=O)/C=C/c2ccccc2)cc1	5	3	-1.8	0.3	-2	-1	96	5	-0.3	9

Screening data (PubChem BioAssay)
